sdo1 growth = growth rescue of sdo1-depleted yeast, primary screen, S. cerevisiae, bone marrow failure model. S. cerevisiae sdo1-depleted JHY4D growth rescue, OD600 30 h; active compounds read high; pdr5 snq2 efflux-pump mutant strain. z-score at 10 µM. hit rate 0.21% among 140,000. AID 817, 2007;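 active = z-score above 3 at both the 24 hr and the 30 hr optical density reads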;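 also: z-score against mean and SD of all compound wells on the same plate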
Insulin prom inh = inhibitors of insulin promoter-driven GFP, primary screen, imaging, TRM-6 cells (human fetal islet line), eGFP reporter, cell count; reporter expression induced with tamoxifen; inhibition, % at 2 µM; hit rate 0.9% among 130,000;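 active = inhibition above the mean plus 3 SD, with well images judged a real hit on visual review, cut at about 60% in these data, passing the limit was not always enough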
sdo1 growth Rescue 24 h = also measured in sdo1 growth; calls as there; z-score; S. cerevisiae sdo1-depleted JHY4D growth rescue, OD600; measured here: growth rescue at 24 h;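 0 is the plate mean of compound wells and units are plate SD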
* = called active by the depositor; nt = no result given. A portion of the library; the hit share may differ from the screen's.

The first 5 records, ahead of the listing:
Results follow in this order: sdo1 growth, Insulin prom inh, sdo1 growth Rescue 24 h
COCCNC(C(=O)Nc1cc(Cl)cc(Cl)c1)c1ccccc1 (stereo not given)
  0.15, -51.7, 0.98
CCc1ccc(C2C(C#N)=C(N)SC(N)=C2C#N)cc1
  0.22, nt, -0.57
CCOc1ccc(N2C(=O)CC(N(O)c3ccccc3)C2=O)cc1 (stereo not given)
  -0.99, 60.0, -1.63
c1ccc(-n2nnnc2CN2CCOCC2)cc1
  0.74, -190.3, -0.26
O=C(c1cccc(C(F)(F)F)c1)N1CCN(C2CCCCC2)CC1
  0.86, 23.5, 1.38

All compounds of this part, repeating the preview:
Results follow in this order: sdo1 growth, Insulin prom inh, sdo1 growth Rescue 24 h
COCCNC(C(=O)Nc1cc(Cl)cc(Cl)c1)c1ccccc1 (stereo not given)
  0.15, -51.7, 0.98
CCc1ccc(C2C(C#N)=C(N)SC(N)=C2C#N)cc1
  0.22, nt, -0.57
CCOc1ccc(N2C(=O)CC(N(O)c3ccccc3)C2=O)cc1 (stereo not given)
  -0.99, 60.0, -1.63
c1ccc(-n2nnnc2CN2CCOCC2)cc1
  0.74, -190.3, -0.26
O=C(c1cccc(C(F)(F)F)c1)N1CCN(C2CCCCC2)CC1
  0.86, 23.5, 1.38
O=C(CCc1ccccc1)Nc1nnc(-c2cccs2)o1
  0.23, nt, -0.29
CC(C)c1ccccc1NC(=O)COC(=O)CNC(=O)c1ccc(Br)cc1
  0.17, 42.9, 0.53
CCc1ccc(NC(=O)CSc2nnc(-c3ccccn3)n2C)cc1
  1.25, -16.7, 0.87
O=C(O)CCSCC(=O)c1ccc2c(c1)OCCO2
  1.11, nt, 1.38
CCN(CC)C(=O)CSc1nnc(-c2cc(-c3ccc(Cl)cc3)nc3ccccc23)o1
  -0.73, -40.0, -0.14
Cc1cc(C)n(CC(O)Cn2c(C)c(C)c3ccccc32)n1 (stereo not given)
  1.17, -50.0, 1.09
O=C(Nc1ccc2c(c1)OCCO2)c1ccc(Br)s1
  0.71, -48.1, 0.19
OC(CNCc1ccc(F)cc1)(c1ccc(F)cc1)c1ccc(F)cc1
  0.09, nt, -0.5
O=S(=O)(Nc1ccc(N2CCOCC2)cc1)c1ccccc1
  1.32, -25.0, 1.88
O=C(O)CCCCCNC(=O)c1cccc(Br)c1
  0.11, nt, -0.45

(further entries)
Results follow in this order: sdo1 growth, Insulin prom inh, sdo1 growth Rescue 24 h
O=C1C=C(N2CCN(C(=O)c3ccccc3)CC2)C2(CCCCC2)O1
  1.02, 7.7, 1.07
CC(=O)N=c1c(C#N)cc2c(=O)n3ccccc3nc2n1Cc1ccccc1
  -0.14, 9.7, -0.1
CCCCCC(=O)Oc1cccc(N2C(=O)C3CCCCC3C2=O)c1 (stereo not given)
  nt, 56.2, nt
CCSc1nc2ccccc2n1C(=O)/C=C/c1ccc(OC)c(OC)c1
  -0.46, 50.0, 0.49
O=C(O)c1cc(O)c2c(c1)C(=O)c1cccc(O)c1C2=O
  0.36, 42.9, 0.3
O=C(Nc1cccc(Cl)c1)c1cc(S(=O)(=O)NCCc2ccc(Cl)cc2)ccc1F
  -2.15, nt, -1.91
CCN(CC)c1ncnc2c1ncn2Cc1c(Cl)cccc1Cl
  -2.35, -56.2, -1.42
Cc1nn(-c2ccccc2)c2sc(C(=O)N3CCc4ccccc4C3)cc12
  -1.9, -12.5, -1.64
COC(=O)c1cc(Cl)c(NC(=O)Cc2ccccc2)cc1OC
  nt, -5.3, nt
O=S(=O)(c1ccc(Cl)s1)N1CCN(c2ncccn2)CC1
  -0.74, 42.9, -0.51
CN(c1ccc(C(=O)NCc2ccccc2)cc1)S(C)(=O)=O
  1.28, -52.6, 1.82
Cc1ccc(-c2nn3c(C)nnc3c3ccccc23)cc1S(=O)(=O)NCc1ccco1
  0.2, -20.0, 0.39
O=C(CCc1c[nH]c2ccccc12)NCC1CCCO1 (stereo not given)
  0.38, nt, -0.4
c1ccc(C[n+]2cccc(-c3ccccc3)c2)cc1
  0.04, 1.6, -0.89
Cc1ccc(C2CC(c3cccc(C)c3)n3nc(N)nc3N2)cc1 (stereo not given)
  1.05, nt, 1.64

Later entries
Results follow in this order: sdo1 growth, Insulin prom inh, sdo1 growth Rescue 24 h
O=C1C2C3C=CC(C4CC34)C2C(=O)N1/N=C/c1ccc([N+](=O)[O-])o1 (stereo not given)
  nt, -23.1, nt
Cn1c(/C=N/NC(=O)c2ccccc2Br)nc2ccccc21
  -0.32, 3.2, -0.27
O=c1c2ccccc2nc(/C=C/c2ccc3c(c2)OCO3)n1CCCO
  nt, -4.3, nt
CCN1C(=O)C2C(c3cccc(F)c3)NC(C)(C(=O)OC)C2C1=O (stereo not given)
  -0.04, 17.1, -0.23
Cc1ccc(C)n1NC(=O)c1ccccc1
  0.59, -32.4, 0.2
Cn1c(=O)[nH]c(=O)c2c1nc(N1CCCCC1)n2CC(O)CN1CCCCC1 (stereo not given)
  0.55, 0.0, -0.32
CC(=O)c1cc(F)c(N2CCN(C(=O)COc3ccc(F)cc3)CC2)cc1C
  0.63, 10.0, 0.91
CCOC(=O)c1c(-c2ccccc2)csc1NC(=O)C(C)NCc1ccco1 (stereo not given)
  -0.77, nt, -1.16
CCCc1c(O)nc(SCc2ccccc2)[nH]c1=O
  0.65, -62.5, 0.59
O=Cc1ccc(OCc2ccccn2)cc1
  0.8, -270.6, 1.29
COc1ccc(Cl)cc1CN1CCN(c2nc(C)cc(C)c2C#N)CC1
  -0.05, 7.1, -0.23
COc1cc(NC(=O)CN2CCC(C)CC2)c(C)cc1[N+](=O)[O-]
  1.2, nt, 2.14
COc1ccc(CNC(=O)CN2C(=O)C3CCCN3c3ncc(Cl)cc32)cc1 (stereo not given)
  1.03, -10.0, 0.43
Cc1ccsc1C1C2=C(CCCC2=O)Nc2ncnn21 (stereo not given)
  0.41, -61.9, -0.23
Cc1ccc(NC2(C(F)(F)F)N=C(c3ccccc3)NC2=O)nc1 (stereo not given)
  0.57, nt, 0.29

(listing goes on)
Results follow in this order: sdo1 growth, Insulin prom inh, sdo1 growth Rescue 24 h
O=C(O)CP(=O)(c1ccccc1)c1ccccc1
  1.44, nt, 0.69
COc1ccc(CCNC(=O)c2cnccn2)cc1
  -1.26, nt, -0.61
Cc1cc(-c2nnc(SCC(=O)Nc3ccccn3)o2)no1
  nt, 53.3, nt
CCOC(=O)c1nn(-c2ccccc2)c(=O)cc1SC(C)CC (stereo not given)
  -1.64, -13.0, -1.81
COc1ccc(CC(=O)OCc2cc3cccc(C)c3[nH]c2=O)cc1
  -1.78, 42.9, -1.06
CC(C)(C)n1nc2c(c1NC(=O)COc1ccc3ccccc3c1)CS(=O)C2 (stereo not given)
  0.3, nt, -0.71
CCC(=O)N(CCC(c1ccccc1)c1ccco1)Cc1cccs1 (stereo not given)
  -0.75, 0.0, 1.21
c1ccc(-n2nnnc2Oc2cccc3cccnc23)cc1
  -0.52, 44.8, -0.51
O=C(Nc1nnc(-c2ccco2)o1)c1cccc2ccccc12
  -0.84, nt, -1.05
O=C(CCOc1ccccc1)NCc1ccccc1
  0.6, -431.2, 0.99
Cc1cc(NC(=O)c2ccc(C)s2)n(-c2nc3ccccc3[nH]2)n1
  -0.94, -233.3, 1.5
CCc1nnc(NC(=O)c2ccc(S(=O)(=O)N3CCCc4ccccc43)cc2)o1
  -1.87, 0.0, -1.09
CC(=O)N1CCN(C(=O)c2ccc(-n3c(C)ccc3C)cc2)CC1
  -0.1, nt, -0.14
O=C(CN1C(=O)C2CC=CCC2C1=O)Nc1nnc(SCc2c(Cl)cccc2Cl)s1 (stereo not given)
  -1.17, 41.8, -1.11
CC(=O)N1CCc2cc(S(=O)(=O)NC(CC(C)C)C(=O)Nc3ccc4c(c3)OCCO4)ccc21 (stereo not given)
  -0.18, nt, -0.59

Next part
Results follow in this order: sdo1 growth, Insulin prom inh, sdo1 growth Rescue 24 h
CC(=O)Nc1cccc(C(=O)/C=C/c2cccs2)c1
  0.06, 23.1, 0.63
O=S(=O)(Cc1ccccc1)NCc1cccnc1
  0.43, -222.2, -0.34
O=C(CS(=O)(=O)Cc1ccccc1)Nc1nc2ccccc2s1
  -0.9, 33.3, -1.63
COc1ccc(S(=O)(=O)N2CCCC(C(=O)NCc3ccncc3)C2)cc1 (stereo not given)
  -0.35, 31.2, 1.23
O=C(CCN1CCCCC1)NNC(=S)NC(=O)c1ccc(Br)cc1
  nt, 13.0, nt
Fc1ccc(CSc2ncnc3sc4c(c23)CCCC4)cc1
  -0.3, 24.1, -0.81
COc1ccc(/C(O)=C2/C(=O)C(=O)N(Cc3cccnc3)C2c2ccco2)cc1OC (stereo not given)
  -0.12, 29.2, -0.83
CCOC(=O)c1c(N)sc2c1CCC(C)C2 (stereo not given)
  -0.71, nt, -0.63
COc1ccc2c(c1)c(=O)cc(C)n2CC(=O)NCc1ccco1
  -0.5, nt, 0.23
O=C(NCCc1cccs1)C1CC(c2cccc([N+](=O)[O-])c2)=NO1 (stereo not given)
  0.93, nt, 1.09
Cc1ccc(NC(=O)C(=O)NCCN2CCN(S(C)(=O)=O)CC2)cc1
  nt, 37.1, nt
Cc1nnc(SCC(=O)N(CC(C)C)c2c(N)n(CC(C)C)c(=O)[nH]c2=O)n1-c1ccccc1
  nt, 42.9, nt
COc1ccc(N2CC(C)Cn3c2nc2c3c(=O)n(Cc3ccccc3)c(=O)n2C)c(OC)c1 (stereo not given)
  nt, 33.3, nt
Cn1nc(C(F)(F)F)c(C#N)c1N1CCN(c2ccc(F)cc2)CC1
  -1.91, -6.9, -0.57
CCOc1ccccc1N(CC(=O)NC1CCCC1)C(=O)CCCC(=O)Nc1ccccn1
  0.06, 27.0, 0.28

Exported bar-delimited: part of the list above
compound | sdo1 growth | Insulin prom inh | sdo1 growth Rescue 24 h
CCOc1ccccc1N(CC(=O)NC1CCCC1)C(=O)CCCC(=O)Nc1ccccn1 | 0.06 | 27.0 | 0.28
O=S(=O)(Cc1ccccc1)NCc1cccnc1 | 0.43 | -222.2 | -0.34

(continued)
Results follow in this order: sdo1 growth, Insulin prom inh, sdo1 growth Rescue 24 h
CCOC(=O)C1CCN(C(=O)c2cc(OCC)c(OCC)c(OCC)c2)CC1
  -0.06, -71.4, -0.7
COC(=O)C(CCSC)NC(=O)CNS(=O)(=O)c1ccc(Br)cc1 (stereo not given)
  1.22, -64.3, 0.23
CCOC(=O)C(=O)Nc1nc(-c2ccccc2)c(-c2ccccc2)o1
  0.67, -21.4, 1.17
COc1ccc(N2CCN(Cc3cc(=O)oc4cc(-c5ccccc5)c(O)cc34)CC2)cc1
  0.48, 45.5, 2.57
O=C(Nn1cnc2ccccc2c1=O)c1ccc(F)cc1Cl
  -0.06, nt, 0.12
COc1cccc(C(=O)NCC(=O)OCc2ccc(F)cc2Cl)c1
  -0.79, -18.2, -0.72
COC(=O)c1ccc(/C=N/N2C(C)CCCC2C)cc1 (stereo not given)
  nt, 35.7, nt
Cc1ccc(NC(=O)CC2SC3=NCCN3C2=O)cc1 (stereo not given)
  0.47, -27.3, 0.76
Cc1cccc(NC(=O)CC2SC(=NC3CCCCC3)NC2=O)c1 (stereo not given)
  0.23, nt, -0.26
Cc1ccc(N(C(=O)Nc2ccccc2)C2=NCC(C)S2)cc1 (stereo not given)
  -0.31, 62.8, -0.28
Cc1c(Cl)cccc1NC(=O)COC(=O)CCc1nc2ccccc2n1-c1ccccc1
  -1.56, nt, -1.23
CC(=O)Nc1ccc(NC(=O)Cn2c(CC(=O)N3CCCC3)nc3ccccc32)cc1
  0.38, nt, -0.65
CC(C)c1ccc(NC2(C#N)C(=O)Nc3ccccc32)cc1 (stereo not given)
  0.74, -80.6, 0.17
CC(=O)C1C(c2ccco2)c2c(noc2C)CC1(C)O (stereo not given)
  -0.08, 3.6, -0.82
CCO/C(C)=C1\C(=O)N(CC)c2ccccc21
  0.17, -12.9, 1.18

(list continues)
Results follow in this order: sdo1 growth, Insulin prom inh, sdo1 growth Rescue 24 h
CC(NCC1(N2CCOCC2)CCCCC1)C(=O)N1CCc2ccccc21 (stereo not given)
  0.8, nt, 0.3
Cc1ccc(-c2noc(C3CCCCC3)n2)cc1
  1.04, -29.7, 0.16
CCCCc1ccc(-c2csc(/C(C#N)=C/c3ccco3)n2)cc1
  0.74, -13.3, 0.74
O=C(CNC(=O)c1ccc(Cl)cc1Cl)NCCCn1ccnc1
  1.94, 25.7, 0.18
Cc1cccc(NC(=O)Cn2c(=O)n(Cc3ccccc3)c(=O)c3c(C)c(C)sc32)c1
  -0.58, -17.9, 0.05
CCN(CC)CCN1C(=O)c2oc3ccccc3c(=O)c2C1c1ccc(C)cc1 (stereo not given)
  0.23, 35.7, -0.4
CCOC(=O)c1c(/N=C/c2cc(C)ccc2O)sc2c1CCN(C)C2
  1.45, nt, 1.33
CN(C)CCCOc1ccc(Cl)cc1Br
  3.55, 11.1, 1.91
COC(=O)c1ccc(-n2c(C)cc(C(=O)CSc3ccc(NC(C)=O)cc3)c2C)cc1
  0.17, -81.2, 0.54
O=c1c(O)c(-c2cccs2)oc2ccccc12
  -1.57, 5.6, -1.36
Cc1nn(Cc2ccc(Cl)c(Cl)c2)c(C)c1NC(=O)c1cc(CC(C)C)on1
  -2.01, 20.0, -1.18
O=C(Nc1nnc(CCc2ccccc2)s1)C1CCCO1 (stereo not given)
  0.43, -1.2, -0.04
CC1CCCN(S(=O)(=O)c2ccc(C(=O)Nc3nnc(-c4ccncc4)o3)cc2)C1 (stereo not given)
  nt, 18.2, nt
C#CC[N+]1(CC#Cc2ccc(C)cc2)CCCCC1
  1.13, 3.6, 1.26
Cc1ccc2cccc(NC(=S)NC(=O)c3ccnn3C)c2n1
  -1.88, 31.2, -0.52
O=C(OCn1ncc(Cl)c(Cl)c1=O)c1ccc(F)cc1
  -1.42, -242.9, -0.88
CCN(CC)C(=O)C1=C(C)NC(=O)NC1c1c(F)cccc1Cl (stereo not given)
  0.74, -38.1, -0.15
COc1cc2c(cc1O)CC[n+]1cc3c(OC)c(OC)ccc3cc1-2
  0.21, -20.0, -0.53

High-throughput results as filed in PubChem BioAssay.
